Assay outcomes: PubChem BioAssay, The Scripps Research Institute Molecular Screening Center
PLCg1 inh: blocks human PLC-gamma1 enzyme activity. purified PLC-gamma1, fluorogenic substrate, fluorescence. P19174. inhibition, % at 12.2 µM. 370,000 compounds, 0.84% hits; in the data active = inhibition above about 9.5%
Target sequence (P19174 whole entry, looked up): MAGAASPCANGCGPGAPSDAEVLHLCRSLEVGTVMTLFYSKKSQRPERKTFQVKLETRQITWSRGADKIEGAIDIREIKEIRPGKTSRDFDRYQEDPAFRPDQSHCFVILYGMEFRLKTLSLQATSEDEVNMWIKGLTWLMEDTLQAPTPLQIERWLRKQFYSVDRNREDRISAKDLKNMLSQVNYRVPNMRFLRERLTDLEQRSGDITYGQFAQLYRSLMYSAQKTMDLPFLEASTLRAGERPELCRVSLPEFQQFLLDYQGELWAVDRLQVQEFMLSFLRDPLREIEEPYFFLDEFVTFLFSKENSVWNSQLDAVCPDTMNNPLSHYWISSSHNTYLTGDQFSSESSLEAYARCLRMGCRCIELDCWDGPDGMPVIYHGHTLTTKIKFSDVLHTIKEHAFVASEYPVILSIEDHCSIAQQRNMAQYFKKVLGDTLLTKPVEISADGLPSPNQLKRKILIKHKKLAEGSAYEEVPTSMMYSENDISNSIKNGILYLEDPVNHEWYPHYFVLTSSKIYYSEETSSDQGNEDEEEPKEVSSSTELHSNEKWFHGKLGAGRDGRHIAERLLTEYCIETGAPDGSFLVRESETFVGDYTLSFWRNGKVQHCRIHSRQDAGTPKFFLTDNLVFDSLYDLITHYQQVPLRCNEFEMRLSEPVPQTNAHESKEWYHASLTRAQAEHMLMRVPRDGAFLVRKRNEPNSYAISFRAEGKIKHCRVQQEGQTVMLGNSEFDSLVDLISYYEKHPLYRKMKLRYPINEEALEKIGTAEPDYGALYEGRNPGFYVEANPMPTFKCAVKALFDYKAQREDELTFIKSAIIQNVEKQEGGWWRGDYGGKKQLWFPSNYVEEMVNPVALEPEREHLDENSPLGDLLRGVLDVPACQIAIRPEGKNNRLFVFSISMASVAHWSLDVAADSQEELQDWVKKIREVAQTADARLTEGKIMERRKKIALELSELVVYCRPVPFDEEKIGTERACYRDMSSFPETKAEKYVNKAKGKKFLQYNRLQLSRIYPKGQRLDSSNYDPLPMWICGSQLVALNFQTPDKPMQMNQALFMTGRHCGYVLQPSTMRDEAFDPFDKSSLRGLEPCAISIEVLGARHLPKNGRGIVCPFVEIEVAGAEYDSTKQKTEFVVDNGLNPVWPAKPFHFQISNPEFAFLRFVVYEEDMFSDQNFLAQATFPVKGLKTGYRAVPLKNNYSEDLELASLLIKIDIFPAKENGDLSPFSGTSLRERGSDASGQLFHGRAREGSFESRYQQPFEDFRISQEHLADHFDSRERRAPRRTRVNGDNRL
ASAP1 GAP inh: inhibitors of human ASAP1 ArfGAP activity; Q9ULH1; ASAP1-stimulated ARF1 GTP hydrolysis, GDP FP detection; inhibition, % at 16.5 µM; 360,000 compounds, 0.19% hits; AID 624377; in the data active = inhibition above about 25%;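 also: 0% = vehicle with enzyme and substrate and 100% = no enzyme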
TDP2 inh: TDP2 (human) inhibition, absorbance primary screen. O95551. recombinant TDP2, T5PNP hydrolysis, p-nitrophenol absorbance 415 nm. inhibition, % at 12.8 µM. 370,000 compounds, 0.34% hits. AID 720702;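 active = inhibition above the mean of all tested compounds plus 3 SD, set per campaign, cut at about 25% in these data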;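 also: 0% = DMSO with enzyme and 100% = buffer with substrate but no TDP2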
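Evaluation: % inhibition relative to enzyme-containing and enzyme-free wells. Material: recombinant human TDP2. Benchmarks: enzyme-free and DMSO wells. Timing: enzyme reaction with compound for 2 h at 37 °C. Compound dosing: 12.8 µM only. Measured by: p-Nitrophenol epi absorbance. Reagent: T5PNP substrate at 5 mM, a TopII-DNA adduct mimic. Replication: single well per compound.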
ADAM10 inh: inhibitors of human ADAM10; inhibition, % at 7 µM; AID 720582; O14672; 370,000 compounds, 0.62% hits; recombinant ADAM10, EDANS/DABCYL FRET peptide cleavage, 3 h;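 active = inhibition above a per-campaign cutoff equal to the mean of compounds falling between control-based bounds plus 3 SD, cut at about 20% in these data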;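 also: 0% = DMSO wells while the 100% control is not disclosed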
ARFGAP1 inh: inhibits rat ARF GTPase activating protein 1; Q62848; Arfgap1-stimulated ARF1 GTP hydrolysis, GDP FP detection; inhibition, % at 16.5 µM; 360,000 compounds, 0.26% hits; AID 651572;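 active = inhibition above a per-plate limit, mean inhibition of low control wells plus 3 SD, cut at about 25% in these data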;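 also: 0% = DMSO wells with enzyme and 100% = wells lacking Arfgap1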
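Repeats: one replicate per compound; assay system: rat Arfgap1 catalytic domain, aa 1-136; times: enzyme reaction 120 min at 25 °C after 20 min preincubation; detection: FP of antibody-bound GDP Alexa 633 tracer, ex 620/em 688 nm; benchmarks: high control wells lacking Arfgap1, low control full reaction with DMSO; reagent: human ARF1(Δ1-17)-GTP substrate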
PLC-beta3 inh: inhibitors of human phospholipase C beta3 | Purified PLC-beta3, fluorogenic substrate, fluorescence | inhibition, % at 12.2 µM | 370,000 compounds, 0.18% hits; in the data active = inhibition above about 11%;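 also: 0% = median of compound wells on plate and 100% = full blocker control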
SIAE primary: blocks human sialic acid acetylesterase; SIAE FP-Rh probe binding, fluorescence polarization; inhibition, % at 9.66 µM; 370,000 compounds, 0.69% hits; AID 1053197;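 active = inhibition above a cutoff: mean of compounds within the control limits plus 3 SD of those, cut at about 17% in these data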;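 also: 0% = plate median of compound wells and 100% = probe without SIAE protein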
ADAM17 inh: inhibitors of human ADAM17; P78536; recombinant ADAM17, EDANS/DABCYL FRET peptide cleavage; inhibition, % at 6.95 µM; 370,000 compounds, 0.83% hits;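 active = inhibition above the mean of compounds lying between control limits plus 3 SD, set per campaign, cut at about 8.5% in these data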;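 also: 0% = DMSO-only wells as the low control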
DDE Tn6 FP inh: inhibitors of Tn6 peptide binding to human fibrin DD(E); inhibition, % at 8.3 µM; 370,000 compounds, 0.21% hits; AID 720509; P02675; Fibrin DD(E) TRITC-Tn6 fluorescence polarization displacement;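 active = inhibition above a per-campaign cutoff: mean of compounds within control limits plus 3 SD, cut at about 15% in these data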;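 also: 0% = median of all compound wells on the plate and 100% = blocking peptide control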
Tn7 DDE FP: inhibitors of Tn7 peptide binding to human fibrin DD(E); FP displacement of FITC-Tn7 peptide from fibrin DD(E); 0% = median of compound wells per plate; P02675; 370,000 compounds, 0.13% hits; inhibition, % at 8.3 µM;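 active = inhibition above the mean of compounds falling within the control limits plus 3 SD of them, cut at about 14% in these data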;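 also: 0% = plate median of compound wells and 100% = 10 µM Aha-Tn7 peptide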
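Measure: % inhibition scaled between sample-field median and high-control FP; Test system: human fibrin DD(E); Quantity: 2 µM final DD(E) protein; Doses: one dose, 8.3 µM nominal; Schedule: compound with protein 10 min, then 3 h after probe, room temperature; Detection: fluorescence polarization; Medium: Tris buffer with calcium and detergent, pH 7.8.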
The depositor's hits bear a star; i = inactive; · = no result given. Compounds as they come; 3.6% or so of the library scored in one or more.

canonical_smiles	PLCg1 inh	ASAP1 GAP inh	TDP2 inh	ADAM10 inh	ARFGAP1 inh	PLC-beta3 inh	SIAE primary	ADAM17 inh	DDE Tn6 FP inh	Tn7 DDE FP
Cc1csc(NC(=O)c2ccc(C)c(S(=O)(=O)N3CCCCC3)c2)n1	-3	-1	4	-1	3	-1	6	-2	0	-2
Cc1cccc(N(C(=O)CNC(=O)c2ccco2)C(C(=O)NC2CCCC2)c2ccncc2)c1 (stereo not drawn)	0	1	2	-1	3	-1	-2	-7	-11	3
COc1ccc(NC(=O)NC23CC4CC(CC(C4)C2)C3)cc1OC	4	-2	6	0	3	1	7	1	5	2
COc1cc2ccc(C(C)=O)cc2cc1OC	-122	13	-4	-154	-3	-163	1	-41	9	3
CCCNC(=O)N1c2ccccc2Sc2ccccc21	0	-11	5	-1	-6	-1	10	-4	1	6
CCOC(=O)C[C@@H]1OC[C@H](Cc2ccccc2)N1S(=O)(=O)c1ccc(C)cc1	0	-4	4	1	1	0	2	-1	-4	2
COc1cc(-c2csc(CCn3nc(C)cc3C)n2)cc(OC)c1OC	1	-5	7	-1	-8	0	2	-2	1	5
CCCNc1c(NS(=O)(=O)c2ccc(Cl)s2)c(=O)oc2ccccc12	-3	12	4	-3	3	-11	6	-1	0	-3
O=C(NC(=S)Nc1ccc(S(=O)(=O)Nc2nccs2)cc1)c1cccnc1	0	-1	3	-4	-2	0	-4	-2	4	0
CC(=O)Nc1cccc(NC(=O)c2cc(-c3cccnc3)nc3ccc(Br)cc23)c1	-1	14	8	13	-2	0	-30	0	-9	2
Nc1nc(Nc2cccc(C(F)(F)F)c2)nc(C(F)(F)F)n1	8	16	-30	17	0	5	-2	15*	-10	-6
O=C(O)c1ccc(N2CCOCC2)c(N2C(=O)C3C4C=CC(C4)C3C2=O)c1 (stereo not drawn)	-2	7	-4	-8	3	-2	2	-6	-6	3
Cc1ccc(-c2cc(C(=O)Nc3cccnc3)c3ccccc3n2)s1	i	5	-3	i	6	i	-23	-326	4	1
CC(=O)Nc1cc(-c2ccc(CO)cc2)cn2c(-c3cccc(C(F)(F)F)c3)cnc12	-38	6	5	-81	1	-48	-9	-18	1	-3
Cc1cc(C)c(C#N)c(N2CCN(CCOc3ccc(Cl)cc3)CC2)n1	-8	-1	-5	-2	1	-8	-4	-1	4	2
CC(=O)C1=C(C)NC2(O)c3ccccc3C(=O)C12O (stereo not drawn)	5	-5	5	9	-9	8	2	0	5	1
CCCn1nc(C(=O)Nc2ccc3c(c2)OCO3)c2ccccc2c1=O	3	-8	-1	-12	2	-8	-1	-4	-3	3
Cc1ccc2nc(N3CCN(Cc4nnnn4C4CCCC4)CC3)c(C#N)cc2c1	-32	4	-11	-108	19	-39	-2	-26	-10	-3
CNS(=O)(=O)c1cc(C(=O)NCc2ccco2)ccc1Cl	-1	-14	4	2	-3	2	6	-4	7	3
COC(=O)NC(=C(Cl)Cl)S(=O)(=O)c1ccccc1	1	4	7	2	1	1	-8	-5	-7	10
COc1cc2oc(=O)cc(CN3CCCCC3)c2cc1Cl	-40	11	-3	-153	11	-50	-1	-35	2	-7
N/C(=N\OC(=O)c1cc(Cl)ccc1Cl)c1ccncc1	2	12	3	4	-11	0	-2	2	5	2
CCOC(=O)CCNC(=O)Nc1ccc2nc(C)n(Cc3ccc(Cl)cc3)c(=O)c2c1	-1	-1	-16	-20	-3	-4	10	-5	0	-2
C=C(C)c1cccc(C(C)(C)NC(=O)NCC2COCCO2)c1 (stereo not drawn)	-2	1	11	2	1	0	2	-1	-4	2
CC(Oc1cc2oc(=O)c3c(c2cc1Cl)CCC3)C(=O)NCCCn1ccnc1 (stereo not drawn)	-12	-3	-14	-139	6	-26	1	-40	1	1
O=C(NC1CCCCC1)c1ccc(Cn2cc(Cl)cn2)cc1	5	3	-5	-6	3	-2	-5	-4	-4	-3
CCOC(=O)C(=O)C1=C(N2CCOCC2)/C(=C\c2cccc([N+](=O)[O-])c2)CC1	2	0	-6	10	1	3	1	5	4	-4
Cc1cc(C(=O)OCC(=O)NCc2cccs2)ccc1[N+](=O)[O-]	3	-9	0	-15	-3	-4	2	-5	-6	-7
O=C1CC(N2CCN(c3ccc(F)cc3)CC2)C(=O)N1Cc1ccccc1 (stereo not drawn)	-2	9	-12	-3	-4	1	-2	0	5	5
Cc1c(NC(=O)CSc2n[nH]c(=O)n2-c2ccccc2)c(=O)n(-c2ccccc2)n1C	-2	3	3	-5	10	2	2	-3	-1	6
CSCC[C@H](NC(=O)[C@H](Cc1ccccc1)n1c(=O)[nH]c2ccccc2c1=O)C(=O)N1CCC[C@@H]1C(=O)O	0	-5	-4	-14	-1	2	1	-4	-2	0
C[C@H]1CN([C@@H](C)CO)C(=O)CCCn2cc(nn2)CO[C@@H]1CN(C)C(=O)CCC(F)(F)F	3	2	7	-2	5	3	0	-2	1	-3
Cc1ccc(-c2cn3c(=O)cc(C)[nH]c3n2)cc1	-49	3	1	-168	-15	-56	2	-46	-5	2
O=S(=O)(NCC(c1cccs1)N1CCc2ccccc2C1)c1ccccc1 (stereo not drawn)	0	-1	-4	3	1	-3	-3	6	-1	0
Cn1c(SCc2cccc(F)c2)nnc1-c1ccccn1	-18	-2	0	9	5	4	2	0	-9	-3
Cc1ccc(C)c(N2CC(C(=O)Nc3nccs3)CC2=O)c1 (stereo not drawn)	-1	5	15	-3	-7	-6	0	-1	-2	6
Cc1ccc(C(=O)C2(C)C3c4cc(Br)ccc4OC(=O)C32C(=O)c2ccco2)cc1 (stereo not drawn)	0	12	0	15	11	2	-10	1	2	-2
O=c1[nH]c(CSc2nnc(-c3ccncc3)n2Cc2ccco2)nc2ccccc12	-3	2	-6	-3	8	-2	-12	-2	-2	-2
Cc1ccc(-c2nnc(Nc3ccc4c(c3)OCO4)c3ccccc23)cc1S(=O)(=O)NCCO	-13	4	10	2	-10	-14	0	2	4	4
CCOc1c(Br)cc(/C=C(\C#N)C(=O)NC2CC2)cc1OC	0	-4	2	1	8	-4	-7	-1	7	3
Cc1cc(O)cc(=O)n1-c1cc(C(F)(F)F)cc(C(F)(F)F)c1	-2	-9	-3	-2	1	1	0	-5	-6	3
O=[N+]([O-])c1ccc(C(=S)N2CCN(c3ccc(F)cc3)CC2)cc1	2	-9	7	6	6	3	4	1	-6	1
Fc1ccc(NCc2cccnc2)cc1	3	-11	-8	-2	3	2	7	-2	7	7
COc1ccc(/C=N\NC(=O)/C(=C\Nc2nccc(C)n2)NC(=O)c2ccccc2)cc1	-14	3	-6	-11	-2	-13	0	-9	-2	0
O=C(CC(Nc1ccccc1Cl)C(=O)O)c1ccccc1 (stereo not drawn)	-2	10	12	5	-2	0	7	-1	2	2
CCN(Cc1ccc2c(c1)OCO2)C(=O)CSc1ncnc2sccc12	-5	-8	-5	-2	1	-8	2	-5	3	-5
COc1ccc(Cn2cc(CN3CC=CS3(=O)=O)nn2)cc1	-1	·	-2	-5	·	0	1	-6	4	-2
CCN(CC)c1ccc(N/C(N)=N/c2nc(C(F)(F)F)cc(=O)[nH]2)cc1	-3	-12	-7	-6	-5	-3	-2	-5	-1	4
Cc1ccc(S(=O)(=O)Nc2cc(C)c(O)c(S(=O)(=O)c3ccc(C)cc3)c2)cc1	-8	-7	-3	-5	-5	-10	1	1	-1	0
Cn1cc([C@]2(O)C(=O)Nc3ccc(OC(F)(F)F)cc32)c2ccccc21	4	-4	5	2	6	3	7	1	6	-2

Next entries
canonical_smiles	PLCg1 inh	ASAP1 GAP inh	TDP2 inh	ADAM10 inh	ARFGAP1 inh	PLC-beta3 inh	SIAE primary	ADAM17 inh	DDE Tn6 FP inh	Tn7 DDE FP
O=[N+]([O-])c1cc(S(=O)(=O)CCCN2CCOCC2)ccc1F	-1	-1	1	1	2	3	-2	-1	-2	4
CC(C)(C)OC(=O)NN=C(c1ccc(O)cc1)c1ccc(O)cc1	-2	-6	14	-5	-3	-2	5	2	4	-6
O=c1[nH]c(C2CCN(S(=O)(=O)c3ccccc3F)CC2)nc2c1nnn2Cc1ccc2c(c1)OCCO2	9	6	-14	4	-5	-4	2	0	0	1
NS(=O)(=O)c1ccc(CCNC(=O)C2CCCN2S(=O)(=O)c2cccc3nsnc23)cc1 (stereo not drawn)	3	-4	-10	6	8	-3	0	-2	-1	1
Cc1cc(C)n2nc(SCC(=O)NC(=O)c3ccc(OC(F)F)cc3)nc2n1	1	7	7	-2	-2	-7	-8	-2	1	-3

Arranged by the number under DDE Tn6 FP inh (smallest number first): some entries from above
canonical_smiles	PLCg1 inh	ASAP1 GAP inh	TDP2 inh	ADAM10 inh	ARFGAP1 inh	PLC-beta3 inh	SIAE primary	ADAM17 inh	DDE Tn6 FP inh	Tn7 DDE FP
O=[N+]([O-])c1cc(S(=O)(=O)CCCN2CCOCC2)ccc1F	-1	-1	1	1	2	3	-2	-1	-2	4
Cc1cc(C)n2nc(SCC(=O)NC(=O)c3ccc(OC(F)F)cc3)nc2n1	1	7	7	-2	-2	-7	-8	-2	1	-3
CC(C)(C)OC(=O)NN=C(c1ccc(O)cc1)c1ccc(O)cc1	-2	-6	14	-5	-3	-2	5	2	4	-6
